Yeast superoxide: yeast age-related superoxide inhibition as caloric restriction mimetic. S. cerevisiae aged cells, superoxide DHE fluorescence; active compounds read low. AID 2690. actives 0.18% (n = 330,000). superoxide response (% of plate mean), % at 10 µM;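 active = superoxide response under a set limit, about three screen SD below normal, cut at about 65% in these data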;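 also: yeast aged for seven days with compound at 30 °C before DHE staining; 100% = average MFI of all compound-treated wells on the plate with controls excluded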
PP5 primary: PP5 (human) phosphatase inhibition; purified PP5c, OMFP substrate fluorescence; inhibition, % at 6.7 µM; actives 0.18% (n = 320,000); AID 1987;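 active = inhibition above the campaign's mean inhibition across all tested compounds plus 3 SD, cut at about 9.5% in these data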;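 also: 0% = DMSO only and 100% = 100 µM cantharidin control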
ZTA counter: counter-screen for EBNA-1 inhibitors: inhibitors of Epstein-Barr virus ZTA; P03206; ZTA-DNA binding, fluorescence polarization; inhibition, % at 11 µM; actives 0.15% (n = 320,000); AID 2234; in the data active = inhibition above about 33%
Target sequence (P03206 whole entry, looked up): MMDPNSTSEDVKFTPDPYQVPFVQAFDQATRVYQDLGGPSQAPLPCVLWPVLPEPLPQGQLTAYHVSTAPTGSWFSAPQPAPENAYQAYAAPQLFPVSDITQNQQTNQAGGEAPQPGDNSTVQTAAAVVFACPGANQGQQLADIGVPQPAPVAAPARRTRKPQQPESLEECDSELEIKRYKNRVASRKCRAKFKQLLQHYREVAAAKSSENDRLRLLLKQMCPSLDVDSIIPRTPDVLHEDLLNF
EBNA-1 inh: blocks EBNA-1 binding to DNA. EBNA-1 DNA binding, fluorescence polarization. inhibition, % at 14.8 µM. actives 0.34% (n = 300,000); in the data active = inhibition above about 28%
TPT1 inhibitor: inhibitors of Candida albicans tRNA 2'-phosphotransferase TPT1 | recombinant caTPT1, FP RNA substrate dephosphorylation | inhibition, % at 5 µM | actives 0.81% (n = 300,000) | AID 1962;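 active = inhibition above the mean of all tested compounds plus 3 SD, set per screening campaign, cut at about 24% in these data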;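 also: plate controls were DMSO alone for no effect and ferristatin control at 100 nM for full effect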
Fh CTSL1 inh: cathepsin L1 inhibition, PFM18AAP counter-screen; recombinant F. hepatica cathepsin L1, Z-Leu-Arg-MCA fluorescence; inhibition, % at 5.96 µM; actives 0.49% (n = 300,000); AID 1906;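 active = inhibition above the mean of all tested compounds plus 3 SD, set per screening campaign, cut at about 17% in these data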;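 also: 0% = plate median of test compound wells and 100% = 1 µM Z-Phe-Ala-diazomethylketone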
PP1 counter: blocks human PP1-alpha phosphatase, a PP5 counter-screen. purified PP1alpha, OMFP fluorescence. actives 0.9% (n = 320,000). inhibition, % at 6.7 µM. P62136;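 active = inhibition above the mean inhibition of all tested compounds plus 3 SD, computed separately for each screening campaign, cut at about 15% in these data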
Target sequence (P62136 whole entry, looked up): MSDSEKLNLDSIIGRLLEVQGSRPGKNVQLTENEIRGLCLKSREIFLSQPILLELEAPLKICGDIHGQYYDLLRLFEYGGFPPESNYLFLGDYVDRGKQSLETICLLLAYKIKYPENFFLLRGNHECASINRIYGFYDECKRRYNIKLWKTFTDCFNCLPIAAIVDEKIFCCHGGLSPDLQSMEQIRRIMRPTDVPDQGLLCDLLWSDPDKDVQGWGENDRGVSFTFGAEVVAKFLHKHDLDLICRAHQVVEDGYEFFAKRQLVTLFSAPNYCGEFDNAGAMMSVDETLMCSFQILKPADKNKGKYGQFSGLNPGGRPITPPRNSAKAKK
HCV core dimer: blocks dimerization of HCV core protein; actives 0.33% (n = 300,000); inhibition, % at 5 µM; TR-FRET GST/Flag-core106 dimerization, 1536-well;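 active = inhibition above the mean of all tested compounds plus 3 SD, set per screening campaign, cut at about 45% in these data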
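Assay system: GST-tagged and Flag-tagged HCV core protein residues 1-106 / Times: compound-protein-antibody incubation 4 h at 22.5 °C / Signal: time-resolved FRET, ex 340 nm, em 617 and 671 nm / Evaluation: % inhibition based on acceptor/donor emission ratio / Benchmarks: wells lacking GST-core106 and wells with excess unlabelled core106 / Repeats: singlicate, one well per compound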
JMJD2C inh: blocks human GASC-1 demethylase activity. actives 0.069% (n = 330,000). GST-JMJD2C(1-420) H3K9me3 demethylation, DELFIA europium. AID 2099. inhibition, % at 2.35 µM. Q9H3R0;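 active = more than half of a compound's replicate wells show inhibition beyond 50%, single wells judged on their own value; inconclusive = some, but no more than half, of replicates pass 50% inhibition; inactive = no replicate passes 50% inhibition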;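 also: signal counts dimethyl H3K9 product captured on neutravidin plate; 0% = median of DMSO wells and 100% = 0.3 times that DMSO median; strong numbers were not always called active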
Target sequence (Q9H3R0 1-420 limits assumed): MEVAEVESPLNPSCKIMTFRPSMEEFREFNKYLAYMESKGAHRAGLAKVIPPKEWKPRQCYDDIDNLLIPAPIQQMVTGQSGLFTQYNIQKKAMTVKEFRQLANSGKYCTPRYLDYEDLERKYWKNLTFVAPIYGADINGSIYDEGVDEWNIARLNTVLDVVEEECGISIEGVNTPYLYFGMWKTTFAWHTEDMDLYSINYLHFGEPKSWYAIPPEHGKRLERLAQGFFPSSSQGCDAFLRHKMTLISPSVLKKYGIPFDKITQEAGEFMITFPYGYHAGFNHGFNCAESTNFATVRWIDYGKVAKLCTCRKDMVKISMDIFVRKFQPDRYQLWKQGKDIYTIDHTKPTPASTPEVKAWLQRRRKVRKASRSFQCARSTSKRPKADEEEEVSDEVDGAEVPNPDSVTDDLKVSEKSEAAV
* = called active by the depositor; i = inactive; u = inconclusive; x = no result given. Outcome played no part in choosing rows; any-hit rate near 3.1%.

| Molecule | Yeast superoxide | PP5 primary | ZTA counter | EBNA-1 inh | TPT1 inhibitor | Fh CTSL1 inh | PP1 counter | HCV core dimer | JMJD2C inh |
| --- | --- | --- | --- | --- | --- | --- | --- | --- | --- |
| CC1=C(C(=O)OC(C)C)C(c2ccccc2Cl)CC(=O)N1 (configuration not stated) | 103 | 1.6 | 6 | 9 | 3 | -1 | -3 | -2 | -17 |
| CN(C)C(=S)NC(=O)c1cccc(Cl)c1 | 93 | -0.6 | -15 | -18 | 3 | -4 | -6 | 3 | 18 |
| Cc1ccccc1OCC(=O)NNC(=O)c1cc(S(=O)(=O)N(C)C)ccc1N1CCCC1 | 90 | 4.4 | 5 | -11 | -1 | -18 | -2 | 0 | 0 |
| CC12CC3(C)CC(C)(C1)CC(C(N)=O)(C2)C3 | 100 | -1.7 | 11 | 9 | -1 | 3 | -7 | 1 | 14 |
| CC(=O)Nc1ccc(-c2csc(Nc3ccc(S(N)(=O)=O)cc3)n2)cc1 | 92 | 0.7 | 11 | 14 | 6 | 2 | -5 | -3 | 3 |
| Cn1c(=O)n(C)c2cc(NC(=O)COc3ccc(Cl)cc3)ccc21 | 99 | 0.1 | 7 | 1 | 0 | 2 | -1 | 0 | -4 |
| Cc1ccc(S(=O)(=O)c2nc(NCc3ccc4c(c3)OCO4)sc2Cl)cc1 | 90 | 0.5 | 9 | 11 | 0 | -2 | -4 | 7 | -1 |
| CC(C)CCN1CCN(C2CCN(c3ccccc3)CC2)CC1CCO (configuration not stated) | 95 | -1.6 | 14 | 5 | -1 | 2 | -4 | 3 | -12 |
| COc1ccccc1Oc1ccc(Oc2ccccc2OC)cc1 | 120 | -3.5 | -8 | -5 | 4 | 3 | 4 | 2 | 2 |
| O=C(c1ccccc1)N1CCC(c2nc3c(nnn3Cc3ccco3)c(=O)[nH]2)CC1 | 99 | 0.1 | 12 | 2 | 2 | 1 | -3 | 2 | 0 |
| NS(=O)(=O)c1ccc(Cl)c(C(=O)Nc2ccccc2[N+](=O)[O-])c1 | 120 | 3.2 | -3 | -15 | 1 | -3 | -3 | 0 | -7 |
| O=C(Cc1nc2ccccc2[nH]1)c1ccc(Cl)cc1 | 96 | 2.1 | 2 | 7 | 7 | 0 | 1 | 8 | 21 |
| COC(=O)c1ccc(Oc2nc3ccccc3n3c(C)nnc23)cc1 | 104 | 1.6 | -2 | -4 | 3 | 3 | -2 | 3 | 6 |
| CCOc1ncccc1C(=O)OCCCC(=O)c1ccc(Br)cc1 | 79 | 2.4 | -4 | x | x | x | 2 | x | 26 |
| N#Cc1cccc(Nc2c3c(nc4ccccc24)CCC3)c1 | 82 | 0.5 | 16 | -10 | -2 | 0 | 2 | -2 | 3 |
| O=S1(=O)CCN2C(Cc3ccc(SC(F)F)cc3)=CSC2=N1 | 102 | -0.1 | 10 | 5 | -3 | -2 | -5 | 4 | 0 |
| Cc1cccc(-n2c(C)cc(C)c(C#N)c2=O)c1 | 85 | 0.0 | -9 | -9 | -6 | -3 | -4 | 8 | -4 |
| Cc1ccc(Cn2ncc3c(NCCCN4CCOCC4)ncnc32)cc1 | 95 | 0.7 | -1 | 3 | -1 | 0 | -2 | 2 | -38 |
| Cc1[nH]c2ccccc2c1/C=C/C(=O)c1ccccc1 | 94 | -0.5 | -4 | -1 | 32* | 2 | 2 | -11 | -4 |
| O=C(OCc1cc2ccccc2[nH]c1=O)c1ccccn1 | 106 | 3.9 | -13 | -14 | -6 | -2 | 2 | -5 | -5 |
| Cc1ccc(-n2nnnc2SCC(=O)Nc2ccc(N3CCN(C)CC3)cc2)c(C)c1 | 89 | 0.6 | 0 | 6 | 0 | 2 | -1 | -5 | -5 |
| O=C(NC(=S)Nc1cccnc1Cl)c1ccc(Cl)cc1 | 92 | 0.7 | -8 | 0 | 4 | 0 | 0 | 5 | 37 |
| O=C(CSc1ncn[nH]1)Nc1ccc(S(=O)(=O)N2CCCC2)cc1 | 77 | -2.6 | 15 | 3 | -6 | -2 | 0 | -12 | 9 |
| CSc1ccccc1NC(=O)c1ccoc1C | 91 | -1.1 | -7 | 3 | -1 | -5 | -1 | 2 | -1 |
| Cc1nc2cccc(C(=O)Oc3ccc([N+](=O)[O-])cc3)c2o1 | 90 | -0.1 | -2 | -3 | -3 | -4 | -3 | 1 | 3 |
| c1ccc(-c2ccccc2OCc2nnc3n2CCC3)cc1 | 93 | -3.0 | -1 | -3 | -2 | 1 | -5 | 4 | 5 |
| O=C(/C=C/c1c(F)cccc1Cl)Nc1ccc(S(=O)(=O)Nc2ncccn2)cc1 | 94 | 2.0 | -3 | -2 | 1 | 5 | -1 | 9 | 12 |
| CC(C)=CC(=O)Nc1nnc(-c2ccc(F)cc2)s1 | 100 | 0.7 | 4 | -3 | -1 | 3 | -6 | -1 | -3 |
| COc1ccc(S(=O)(=O)NC(C)C(=O)N2CCCCCC2)cc1 (configuration not stated) | 98 | -0.7 | -2 | 3 | -4 | -2 | 0 | -7 | 7 |
| Cc1nc(N2CCOCC2)c2c(C)c(C(=O)Nc3ccc(F)cc3Cl)sc2n1 | 91 | 1.3 | -15 | -9 | 0 | 6 | -3 | 0 | 0 |
| CC1(c2ccc3ccccc3c2)NC(=O)N(CC(N)=O)C1=O (configuration not stated) | 101 | -0.2 | -1 | -4 | -2 | 3 | 0 | -2 | -7 |
| Cc1cc(C)c(S(=O)(=O)NCC(c2ccc3c(c2)OCO3)N2CCOCC2)c(C)c1 (configuration not stated) | 103 | 1.5 | 0 | -6 | 0 | -7 | -4 | 0 | -5 |
| COC(=O)C1=C(C)N(C)C(=O)NC1c1ccc([N+](=O)[O-])o1 (configuration not stated) | 114 | 0.1 | -5 | 3 | 3 | 2 | -4 | -4 | -1 |
| COc1ccc(-n2nnnc2/C=C/Nc2cc(C(F)(F)F)ccc2OC)cc1 | 91 | 0.5 | -5 | -2 | -1 | -1 | 2 | -1 | -1 |
| C/C=C/C=C\C(=O)Nc1cccc(C2=NOC3(C2)C[C@@H](C(N)=O)N(C(=O)c2cc([N+](=O)[O-])cc([N+](=O)[O-])c2C)C3)c1 (some centres not stated) | 101 | 1.6 | -1 | 4 | 1 | 2 | 3 | 16 | -1 |
| COc1ccc(NC(=O)CCc2ccccc2)cc1S(=O)(=O)N1CCOCC1 | 109 | -2.9 | -7 | x | x | x | -3 | x | 19 |
| O=C(Nc1sccc1C(=O)N1CCOCC1)c1cccnc1 | 103 | 2.9 | 7 | -5 | 5 | -2 | -6 | 3 | 2 |
| CC(C)C[C@H](NC(=O)[C@@H](Cc1ccccc1)n1c(=O)[nH]c2ccccc2c1=O)C(=O)N[C@@H](Cc1ccccc1)C(=O)O | 94 | 0.5 | 4 | 13 | -3 | 3 | -2 | 6 | u |
| CC(C)CCNC(=O)c1nnc(Cc2ccc(Cl)cc2)o1 | 101 | -0.2 | -11 | 1 | -4 | 2 | -3 | -1 | 1 |
| CC(C)C(=O)Nc1nnc(SCC(=O)NCC2CCCO2)s1 (configuration not stated) | 95 | 0.3 | 8 | -2 | 1 | 1 | -5 | 0 | -27 |
| O=C1COc2cccnc2N1 | 99 | 1.1 | -2 | 0 | 1 | 0 | -7 | -4 | 8 |
| O=C(CCC(=O)N1CCN(c2ccc(F)cc2)CC1)c1ccccc1 | 91 | 1.8 | 8 | -4 | 1 | -6 | -1 | 6 | 5 |
| CC(=O)Nc1nc(NCc2ccccc2Cl)n(-c2ccccc2)n1 | 94 | -1.1 | -1 | 6 | -2 | 1 | -1 | 4 | 2 |
| OCC(Cc1ccccc1)Nc1c2ccccc2nc2ccccc12 (configuration not stated) | 90 | 0.8 | -6 | -6 | -8 | 0 | 2 | -8 | -4 |
| COc1ccc(-c2cn3cccnc3n2)cc1NC(=O)c1cccs1 | 99 | 1.2 | 14 | 4 | -2 | 1 | 0 | 4 | 14 |
| O=C(c1ccco1)N1N=C(c2cccs2)CC1c1cc([N+](=O)[O-])ccc1O (configuration not stated) | 102 | 3.2 | -5 | 11 | -3 | 4 | 2 | 4 | -4 |
| CC(C)n1c(-c2ccncc2)n[nH]c1=S | 95 | 0.2 | -3 | 1 | 0 | -3 | -5 | -1 | 1 |
| Cc1ccc(NC(=O)CN2C(=O)S/C(=C\c3ccc(-c4cccc(C(=O)O)c4C)o3)C2=O)cc1 | 82 | -0.7 | -5 | 3 | 6 | 1 | -1 | -1 | -5 |
| Clc1ccccc1Cn1nnc(-c2ccccc2)n1 | 93 | 0.5 | 13 | 8 | -6 | 3 | -3 | 1 | -19 |
| COc1ccc(C(=O)NC(=O)Nc2cc(C)ccn2)cc1 | 84 | 1.8 | -20 | 1 | -1 | -4 | 0 | -1 | -10 |
| O=C(NC1=NCCS1)c1ccc([N+](=O)[O-])cc1Cl | 114 | 0.8 | 0 | -4 | 0 | -3 | -3 | -3 | -25 |
| COc1ccc(NC(=O)c2ccc(NCC3CCCO3)c([N+](=O)[O-])c2)cc1 (configuration not stated) | 82 | -0.5 | 6 | 1 | -3 | -4 | 1 | 2 | -21 |
| COc1cc(NC(=O)c2cc(-c3cccnc3)nc3ccc(Br)cc23)cc(OC)c1 | 116 | 2.1 | 11 | 3 | 3 | 4 | 1 | 16 | -11 |
| Cc1ccccc1N1CCN(C2CCCN(C(=O)c3cn4c(C)cccc4n3)C2)CC1 (configuration not stated) | 99 | -0.3 | -2 | -10 | 0 | -3 | 1 | -19 | 7 |
| CC(=O)c1ccccc1NC(=O)CCNC(=O)c1ccco1 | 91 | -0.7 | -5 | -23 | 4 | 3 | 0 | -6 | -12 |
| COc1ccc(C(=O)Nc2cc3c(cc2N2CCOCC2)n(C)c(=O)n3C)cc1OC | 97 | -0.6 | -6 | -6 | -1 | 1 | 1 | -2 | -9 |

Carrying on:
| Molecule | Yeast superoxide | PP5 primary | ZTA counter | EBNA-1 inh | TPT1 inhibitor | Fh CTSL1 inh | PP1 counter | HCV core dimer | JMJD2C inh |
| --- | --- | --- | --- | --- | --- | --- | --- | --- | --- |
| Fc1ccc(CNC(=S)Nc2cccc(Cl)c2)cc1 | 120 | 2.2 | 8 | 7 | 2 | 2 | 2 | -5 | -3 |
| CC(C)(C)c1nnc(N/N=C/c2ccc(Br)cc2)n(N)c1=O | 98 | 0.3 | 4 | 8 | -4 | 1 | 8 | -1 | 5 |
| Cc1ccccc1N1CCN(S(=O)(=O)N(C)C)CC1 | 102 | -0.6 | -8 | 6 | 0 | -4 | -1 | -5 | -9 |
| COC(=O)c1ccc(C2/C(=C(\O)c3ccc4c(c3)OCCO4)C(=O)C(=O)N2CCCN2CCOCC2)cc1 (configuration not stated) | i | -1.6 | 19 | -2 | 0 | 3 | 5 | 13 | -9 |
| COCCCn1c(=S)[nH]c2ncccc2c1=O | 98 | -0.6 | -5 | 5 | -1 | 1 | -4 | -1 | -2 |
| O=C(Nc1ccccc1O)c1ccc(NS(=O)(=O)c2cccc3cccnc23)cc1 | 101 | 0.2 | 21 | 2 | 4 | -5 | -4 | -2 | 0 |
| CN1CC(=O)Nc2ccc([N+](=O)[O-])cc2C1=O | 117 | -1.4 | 9 | -2 | -1 | 0 | -1 | -1 | -7 |
| O=C(c1ccco1)N1CCC(c2nc(-c3ccccc3Cl)no2)CC1 | 110 | 9.6 | -3 | 1 | 2 | 0 | 1 | 5 | 5 |
| COc1ccccc1C1=NOC(C)(c2sc(-c3ccc(Cl)cc3)nc2C)C1 (configuration not stated) | 97 | -0.1 | 13 | -3 | -1 | -1 | -1 | 0 | -6 |
| Cc1ccnc(Sc2ccc([N+](=O)[O-])cn2)n1 | 138 | -0.5 | -16 | 11 | -1 | 1 | 3 | -12 | -2 |

Screens deposited in PubChem BioAssay by several laboratories.
